Screens (PubChem BioAssay)
KAT2A inh = inhibitors of human GCN5L2 histone acetyltransferase; Q92830; GCN5L2 HAT assay, ThioGlo1 CoA-SH fluorescence; Potency, µM (titrated, usually from 58.9 µM), for the others: top-dose activity change, negative = inhibition, usual class: inhibitors; actives 0.21% (n = 390,000); AID 504327
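qHTS, 1536-well. 20nM enzyme, pH 7.5 HEPES/EDTA/Tween-20 buffer; 15 min compound preinc., RT. Start: 75uM H3(1-25), 70uM AcCoA, 50uM ThioGlo1. Read Ex340/Em540 at t=0 (autofluorescence flag) and t=20 min.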
FEN1 inhibitor = human FEN1 inhibition; P39748; actives 0.35% (n = 390,000); Potency, µM (top dose mostly 114 µM), inactives show at the highest dose activity change, negative = inhibition, actives largely listed as inhibitors; Recombinant FEN1 flap cleavage, fluorescence, 15 min; note: nearly all actives have a fitted effect of over 65% in size
Target sequence (P39748 whole entry, looked up): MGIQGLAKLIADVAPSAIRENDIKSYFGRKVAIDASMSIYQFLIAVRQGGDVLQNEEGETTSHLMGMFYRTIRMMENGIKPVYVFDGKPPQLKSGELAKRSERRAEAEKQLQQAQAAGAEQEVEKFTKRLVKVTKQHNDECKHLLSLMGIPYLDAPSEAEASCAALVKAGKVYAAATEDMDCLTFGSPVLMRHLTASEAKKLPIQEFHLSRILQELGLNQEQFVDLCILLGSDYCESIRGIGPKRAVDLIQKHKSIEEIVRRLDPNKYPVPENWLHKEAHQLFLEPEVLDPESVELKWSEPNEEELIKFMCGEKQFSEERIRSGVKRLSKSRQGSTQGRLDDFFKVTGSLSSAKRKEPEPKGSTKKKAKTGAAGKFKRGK
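Potency values derive from four-parameter Hill fits of normalized qHTS data. The reaction used 10 nM FEN1 preincubated 15 min at room temperature with compound, then 50 nM DNA substrate, read at 0 and 15 min.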
N370S GC = inhibits or activates N370S mutant glucocerebrosidase; AID 2101; actives 0.092% (n = 330,000); N370S GC spleen homogenate, 4MU-glucoside fluorescence; P04062; Potency, µM (doses to about 59.4 µM), for the others: at the highest dose activity change, negative = inhibition, most hits filed as inhibitors;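 note: 0% = full enzyme activity and -100% = no enzyme basal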
* hit, by the source's call; ? = inconclusive; / = not tested or not shown; & = joins results of further samples; [ ] = dose if it differs, or a comment. Calls come from the whole dose curve; as a rule, active = well fitted curve in the direction sought with a large enough effect; inconclusive = small, poorly fitted or top-dose-only effect, or another doubt; inactive = no such curve, though single readings can be large; an effect the other way counts as inactive or inconclusive. Unless noted, % is set by controls: 0 for no effect and ±100 for the full control effect; potency is the fitted concentration of half-maximal effect. A portion of the library; rates above refer to the full screens.

| canonical_smiles | KAT2A inh | N370S GC | FEN1 inhibitor |
| --- | --- | --- | --- |
| CC1CCN(C2CC(=O)N(c3ccccc3)C2=O)CC1 (stereo unspecified) | 0% | 7% | -1% |
| O=[N+]([O-])c1cc(Cl)cc(/C=N/n2cnnc2)c1O | -7% | -2% | -4% |
| O=C1CCC(C(=O)N2CCCC(Nc3ccc(F)cc3)C2)=NN1 (stereo unspecified) | 0% | -2% | 1% |
| CN(CC(=O)Nc1ccccc1Br)C(=O)c1cccn1C | -11% | -2% | 10% |
| C=CCn1c2ccccc2c2nnc(SCc3ccc4nonc4c3)nc21 | -3% | 11% | -3% |
| CCOC(=O)Nc1ccc2ncn(C)c(=O)c2c1 | -11% | 20% | 15% |
| Cc1cc(C)cc(NS(=O)(=O)c2ccc(NC(=S)Nc3ccccc3)cc2)c1 | 3% | 2% | 11% |
| Cc1ccccc1NS(=O)(=O)c1cc2c3c(c1)C(C)C(=O)N3CCC2 (stereo unspecified) | 0% | -22% | -17% |
| CC12CCC(C(=O)N(CSC(=S)N/N=C\c3ccccc3Cl)C1=O)C2(C)C (stereo unspecified) | -13% | 1% | -6% |
| O=C(NC1CCCCC1)c1ccc([N+](=O)[O-])o1 | -1% | 1% | 0% |
| Cc1ccc(S(=O)(=O)CCC(=O)OCC(=O)NC(C)c2ccc(F)cc2)cc1 (stereo unspecified) | 0% | / | -8% |
| COc1cccc(CNC(=O)N[C@@H](C)C(=O)O)c1 | 1% | 4% | -2% |
| COc1ccc(C(=O)/C=C/c2cccs2)c(OC(=O)c2cccc([N+](=O)[O-])c2)c1 | -7% | 7% | -17% |
| CC(NC(=O)C1CSC2(C)CCC(=O)N12)c1ccccc1Cl (stereo unspecified) | -3% | -1% | 3% |
| O=C(c1cc2ccccc2oc1=O)N(Cc1cccs1)Cc1cccs1 | -5% | 23% | -1% |
| COc1ccc(/C=C2\SC(=NCc3ccccc3)N(Cc3ccccc3)C2=O)cc1OC | -3% | 2% | -18% |
| COc1ccccc1NC(=O)c1cc2ccc3cccnc3c2[nH]1 | -4% | / | 0% |
| CN(C)C(=N)c1n[nH]nc1SCc1ccccc1 | 16% | 14% | 3% |
| C=C(C)CN=C1SC(C(=O)Nc2sc3c(c2C(=O)OC)CCC3)C(N)=C1C(N)=O (stereo unspecified) | -3% | -11% | -19% |
| O=C(c1ccc2c(c1)OCO2)C1CCCN(C2CCN(CCc3ccccc3)CC2)C1 (stereo unspecified) | 3% | -14% | 4% |
| C=CCNC(=O)C1CC(=O)N(c2ccc(OCC(=O)Nc3ccc(OC)cc3)cc2)C1 (stereo unspecified) | 2% | -11% | 5% |
| CCCCCOc1ccccc1C(=O)NCCC(=O)O | -1% | -3% | 33%[activator] |
| CCOC(=O)c1ccc(NC(=O)CSc2nncn2-c2cccnc2)cc1 | 1% | 1% | -16% |
| COc1cc(OC)c(C(=O)CCCN2CCCC2)c(OC)c1 | 1% | 11% | 9% |
| Nc1ccc2c(c1)C(=O)c1ccccc1C2=O | -9% | -18%&-3% | -9% |
| O=C(c1ccc(Cl)cc1)C1CCN(C(=O)N2CCOCC2)CC1 | 0% | -6% | -8% |
| Cc1cccc(Cn2c(N3CCc4ccccc4C3)nc3c2c(=O)[nH]c(=O)n3C)c1 | -4% | 6% | 7% |
| Oc1ccccc1CNCCCN1CCOCC1 | -7% | -9% | 7% |
| CCCn1c(N2CCOCC2)nc2c1c(=O)[nH]c(=O)n2C | -8% | 28% | -1% |
| O=C(Cc1cccs1)Nc1cccc(C(=O)Nc2ccco2)c1 | -2% | -7% | 4% |
| CN(C)S(=O)(=O)c1ccc(NC(=O)N2CCN(c3ccccc3Cl)CC2)cc1 | -8% | 1% | ? |
| Cc1ccc(NC(=O)c2nc(-c3ccncc3)no2)c(Cl)c1 | 0% | / | 1% |
| CC(C)C[C@H]1C(=O)N2CCC[C@H]2[C@]2(O)O[C@](NC(=O)[C@@H]3C=C4c5cccc6[nH]c(Br)c(c56)CC4N(C)C3)(C(C)C)C(=O)N12 (stereo partly specified) | -7% | -20% | 7% |
| COc1ccc(OC)c(CNS(=O)(=O)c2c(C)nc3scc(C)n3c2=O)c1 | -9% | 26% | 0% |
| CCn1c(=O)c(=O)n(CC)c2cc(S(=O)(=O)N3CCc4ccccc43)ccc21 | -7% | -2% | -5% |
| COc1cccc(CN2CC(C(=O)NCC3CCOCC3)CCC2=O)c1 (stereo unspecified) | -3% | 1% | -4% |
| Clc1ccc(C2CC(c3ccco3)n3ncnc3N2)cc1Cl (stereo unspecified) | -1% | 8% | 14% |
| CC(C)C(NS(=O)(=O)c1cccc2nsnc12)C(=O)Nc1nc2ccc(Cl)cc2s1 (stereo unspecified) | -1% | 14% | 5% |
| COc1ccc(OC)c(C2N(c3ccccn3)C(=O)C3CCCN32)c1 (stereo unspecified) | 1% | -13% | -4% |
| CCCNS(=O)(=O)c1cc2c3c(c1)CCN3C(=O)CC2 | -4% | 1% | 2% |
| CCC/C=C(\CCC)C(NS(=O)(=O)c1ccc(C(F)(F)F)cc1)c1ccccc1 (stereo unspecified) | -18% | 15%&-3% | / |
| Cc1csc(CN(C)C(=O)C2CCC(=O)N(CCN(C)C)C2)n1 (stereo unspecified) | -5% | 12% | -2% |
| O=C(COc1coc(CN2CCN(c3ccccc3F)CC2)cc1=O)Nc1ccccc1 | -12% | -1% | -13% |
| CCN(CC)c1nn2c(=O)c(C(=O)NCc3cccc(C)c3)cnc2s1 | -2% | / | 1% |
| CCC(=O)N1c2ccc(S(=O)(=O)CCC(=O)N3CCN(c4cc(C)ccc4C)CC3)cc2CC1C (stereo unspecified) | -4% | / | -13% |
| CS(=O)(=O)Nc1cccc2cccnc12 | 1% | -4% | -6% |
| CC(=O)c1ccsc1B(O)O | / | -8% | -4% |
| CCc1c(C)sc(NC(=O)/C=C/C(=O)O)c1C(N)=O | -1% | -13% | -7% |
| O=C(CSc1oc(-c2ccc(F)cc2)nc1S(=O)(=O)c1ccc(F)cc1)NCC1CCCO1 (stereo unspecified) | -5% | 12% | -4% |
| Cc1nc(OCC(=O)c2ccc(Cl)cc2)c(C#N)c2c1COC(C)(C)C2 | -23% | 24% | -17% |
| CSCC(=O)Nc1cc(C)on1 | -4% | -14% | 1% |
| N#Cc1c(-c2ccco2)cc(-c2ccc(F)cc2)nc1N | -12% | 15% | -7% |
| Cc1cccc(OCc2nc(CC(=O)Nc3ccc(Cl)cc3)cs2)c1 | -11% | / | -1% |
| COc1cccc(C(=O)Nc2cnc(NC(=O)c3ccco3)cc2C)c1 | 1% | 2% | -2% |
| FC(F)(F)c1cc(C(F)(F)F)c2ccc(N/N=C/c3ccccc3)nc2n1 | -16% | 3% | -7% |
| COc1ccc(-n2cnnc2SC(C)C(=O)Nc2cccc([N+](=O)[O-])c2)cc1 (stereo unspecified) | 0% | 7% | -16% |
| Cc1ccc(NC(=O)Cn2c(=O)oc3ccccc32)cc1Cl | -10%&-6% | -6% | -10%&1% |
| CCOCCCn1c(SCC(=O)Nc2ccc(OC)cc2)nc2ccccc2c1=O | -5% | -4% | 7% |
| Clc1ccc(NCc2cccnc2)c(Cl)c1 | 0% | -4% | 0% |
| CCC1Sc2ccc(S(=O)(=O)CCC(=O)NCc3ccc(C)o3)cc2NC1=O (stereo unspecified) | -3% | ? | -10% |

Structures from the list above with a COOH group, in the order listed:
| canonical_smiles | KAT2A inh | N370S GC | FEN1 inhibitor |
| --- | --- | --- | --- |
| COc1cccc(CNC(=O)N[C@@H](C)C(=O)O)c1 | 1% | 4% | -2% |
| CCCCCOc1ccccc1C(=O)NCCC(=O)O | -1% | -3% | 33%[activator] |
| CCc1c(C)sc(NC(=O)/C=C/C(=O)O)c1C(N)=O | -1% | -13% | -7% |

Just N370S GC and KAT2A inh, for 7 of the compounds above:
| SMILES | N370S GC | KAT2A inh |
| --- | --- | --- |
| CCC/C=C(\CCC)C(NS(=O)(=O)c1ccc(C(F)(F)F)cc1)c1ccccc1 (stereo unspecified) | 15%&-3% | -18% |
| Cc1csc(CN(C)C(=O)C2CCC(=O)N(CCN(C)C)C2)n1 (stereo unspecified) | 12% | -5% |
| O=C(COc1coc(CN2CCN(c3ccccc3F)CC2)cc1=O)Nc1ccccc1 | -1% | -12% |
| CCN(CC)c1nn2c(=O)c(C(=O)NCc3cccc(C)c3)cnc2s1 | / | -2% |
| CCC(=O)N1c2ccc(S(=O)(=O)CCC(=O)N3CCN(c4cc(C)ccc4C)CC3)cc2CC1C (stereo unspecified) | / | -4% |
| CS(=O)(=O)Nc1cccc2cccnc12 | -4% | 1% |
| CC(=O)c1ccsc1B(O)O | -8% | / |

(further entries)
| canonical_smiles | KAT2A inh | N370S GC | FEN1 inhibitor |
| --- | --- | --- | --- |
| Cc1ccc(-c2onc(C)c2C)cc1S(=O)(=O)N1CCOc2ccc(Cl)cc21 | 3% | / | 3% |
| Cc1c(NC(=O)c2cc(Br)ccc2Cl)cccc1-n1cnnn1 | -2% | / | 0% |
| O=C(COc1ccc2c3c(c(=O)oc2c1)CCC3)NCc1cccnc1 | -5% | 9% | -9% |
| Cc1ccc(C(=O)O)cc1S(=O)(=O)N1CCSCC1 | 2% | -10% | -6% |
| O=C(N/N=C/c1ccc(-c2ccccc2C(=O)O)o1)c1cccs1 | 4% | 9% | ? |
| CN(C1CCCCC1)S(=O)(=O)c1ccc(NC(=O)C2CCCCC2)cc1 | -7% | -29% | -3% |
| O=C(c1cccs1)N1CCN(c2ccc(F)cc2)CC1 | 1% | 3% | -2% |
| COC(=O)C1=C(C)NC(=O)NC1c1cn(-c2ccccc2)nc1-c1ccc(OC)c(Br)c1 (stereo unspecified) | -19% | / | -18% |
| CCN(CC)S(=O)(=O)c1ccc(N2CCOCC2)c(NS(=O)(=O)c2ccc(OC)cc2)c1 | 15% | 0% | 2% |
| O=S(=O)(NCc1ccccn1)c1ccc2c(c1)OCCO2 | -3% | 7% | -3% |
| CCOC(=O)CSc1nc2c(sc(=S)n2CCc2ccccc2)c(=O)n1Cc1ccco1 | 0% | 14% | -16% |
| CCOC(=O)c1c(C)c(C(=O)NCc2ccc3c(c2)OCO3)c(C)n1C | -5% | -19% | -1% |
| COc1ccc(-c2cc(C(F)F)n3ncc(C(=O)NCC4CCCO4)c3n2)cc1 (stereo unspecified) | -9% | 9% | 4% |
| COc1ccc(CCC(=O)NC2CCCN(Cc3ccc(Cl)cc3)C2)cc1OC (stereo unspecified) | 0% | -3% | 0% |
| COCC(=O)N1CCC2(CC1)CCN(c1cccc(-c3ccccc3)c1)CC2 | -4% | -3% | / |
| COc1cc(F)cc(-c2ccc3c(c2)c(C#Cc2ccsc2)c(-c2cc(OC)cc(OC)c2)n3C)c1 | -14% | / | 4% |
| O=C(/C=C/c1ccco1)Nc1ccc(Oc2ccc(Cl)cc2)cc1 | -6% | / | 17% |
| CCCCn1c(N)c(Sc2ccc([N+](=O)[O-])cc2)c(=O)[nH]c1=O | -3% | -7% | -1% |

Compound profiles (already shown). Screens in order: KAT2A inh, N370S GC, FEN1 inhibitor
COc1ccc(-c2cc(C(F)F)n3ncc(C(=O)NCC4CCCO4)c3n2)cc1 (stereo unspecified) is listed as -9%, 9%, 4%
Cc1c(NC(=O)c2cc(Br)ccc2Cl)cccc1-n1cnnn1 is listed as -2%, /, 0%
O=C(N/N=C/c1ccc(-c2ccccc2C(=O)O)o1)c1cccs1 is listed as 4%, 9%, ?
CN(C1CCCCC1)S(=O)(=O)c1ccc(NC(=O)C2CCCCC2)cc1 is listed as -7%, -29%, -3%
